APP 5'UTR act – APP 5'UTR luciferase reporter activation | SH-SY5Y APP 5'UTR luciferase reporter, luminescence; zero percent = DMSO vehicle wells | activation, % at 2 µM | actives 1% (n = 190,000) | AID 1276;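 active = activation above a set limit, based on mean plus 3 SD of controls, cut at about 140% in these data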; note: values of inactives mirror those of a sister screen read the other way
STAT3 blocker – reduces IL-6 driven STAT3 reporter signal. U3A cells, IL-6 STAT3-luciferase reporter, luminescence; host cell line lacks STAT1. inhibition, % at 5.5 µM. actives 0.89% (n = 190,000). AID 862;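 active = inhibition above the mean inhibition across all screened compounds plus 3 SD, cut at about 44% in these data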;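 note: 0% = DMSO only wells and 100% = 100 µM nifuroxazide control wells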
Hsp70 activator – transcriptional activators of Hsp70; HeLa Hsp70 promoter luciferase reporter, luminescence; scaled: vehicle 0, proteasome-inhibitor control 100%; activation, % at 10 µM; actives 0.04% (n = 200,000); AID 1203;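 active = activation above the mean across all tested compounds plus 3 SD, cutoff set per campaign, cut at about 5.5% in these data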;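 note: 100% = MG132 at 30 µM as the positive control and 0% = DMSO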
NF-kB expr up – compounds increasing NF-kB expression in human neuronal cells | fold change at 12.5 µM | NF-kB reporter expression; hits give high values | actives 1.6% (n = 190,000) | AID 1239; in the data active = fold change above about 3.3
DTT redox prof – compounds producing H2O2 with reducing agent – biochemical, NIH compound library profiling, artefact control for MLSCN library redox annotation, primary screen | DTT-dependent redox cycling H2O2, phenol red/HRP absorbance; 100% = 100 µM peroxide control, 0% = buffer | activation, % at 10 µM | actives 0.03% (n = 200,000) | AID 878;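 active = activation of at least 50% relative to the plate's high and low controls in the primary single-dose screen; inactive = activation below 50%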;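 note: compound incubated with DTT at 0.8 mM final as the reducing agent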
STAT1 activator – STAT1 signaling activation; actives 2.6% (n = 200,000); AID 932; NIH 3T3 STAT1-luciferase reporter, IFN-gamma, luminescence; 100% = IFN-gamma alone, no compound; activation (% of control), % at 5.5 µM;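 active = activation above the screen-wide mean activation plus 3 SD, cut at about 130% in these data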;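 note: raw ratio to IFN-gamma control signal so 100% means no change and 0% no light; values of inactives mirror those of a sister screen read the other way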
TLR4-MyD88 BLA – inhibitors of human TLR4-MyD88 binding. inhibition, % at 8.4 µM. O00206+Q99836. AID 861. HeLa CL3-4 TLR4/MyD88 BLA complementation, FRET ratio. actives 0.18% (n = 200,000); in the data active = inhibition above about 25%;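 note: 0% = vehicle and 100% = reference inhibitor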
Target sequence (O00206 whole entry, looked up): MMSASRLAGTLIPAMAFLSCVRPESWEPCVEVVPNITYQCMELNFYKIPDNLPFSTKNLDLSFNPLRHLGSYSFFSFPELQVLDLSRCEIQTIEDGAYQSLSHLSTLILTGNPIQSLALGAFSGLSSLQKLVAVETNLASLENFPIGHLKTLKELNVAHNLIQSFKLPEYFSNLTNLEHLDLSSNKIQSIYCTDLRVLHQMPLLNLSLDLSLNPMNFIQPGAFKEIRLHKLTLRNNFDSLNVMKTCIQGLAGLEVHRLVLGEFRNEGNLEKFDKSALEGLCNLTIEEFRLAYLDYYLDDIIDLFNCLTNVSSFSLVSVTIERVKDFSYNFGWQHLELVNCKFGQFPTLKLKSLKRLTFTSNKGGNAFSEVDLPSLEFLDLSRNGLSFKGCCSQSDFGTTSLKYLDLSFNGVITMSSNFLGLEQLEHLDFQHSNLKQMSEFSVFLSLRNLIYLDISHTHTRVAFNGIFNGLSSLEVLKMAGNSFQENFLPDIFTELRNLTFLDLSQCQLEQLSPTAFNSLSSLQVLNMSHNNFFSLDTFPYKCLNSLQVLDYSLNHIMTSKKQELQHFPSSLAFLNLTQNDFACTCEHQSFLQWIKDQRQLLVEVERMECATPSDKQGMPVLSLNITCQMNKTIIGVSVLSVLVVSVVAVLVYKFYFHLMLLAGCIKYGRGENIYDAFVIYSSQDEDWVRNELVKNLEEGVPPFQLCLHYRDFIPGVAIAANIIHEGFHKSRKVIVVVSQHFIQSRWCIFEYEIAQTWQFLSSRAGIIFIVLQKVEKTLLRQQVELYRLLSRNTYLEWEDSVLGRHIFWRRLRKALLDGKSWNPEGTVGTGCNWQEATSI
Target sequence (Q99836 whole entry, looked up): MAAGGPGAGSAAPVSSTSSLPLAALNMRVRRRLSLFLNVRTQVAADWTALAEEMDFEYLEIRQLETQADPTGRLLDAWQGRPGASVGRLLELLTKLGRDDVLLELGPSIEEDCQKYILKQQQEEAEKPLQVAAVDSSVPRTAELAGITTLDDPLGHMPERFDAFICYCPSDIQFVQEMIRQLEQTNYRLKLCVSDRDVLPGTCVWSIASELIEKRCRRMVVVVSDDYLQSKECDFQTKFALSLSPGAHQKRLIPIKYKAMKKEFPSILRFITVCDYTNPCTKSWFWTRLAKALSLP
STAT3 act – STAT3 signaling activation; U3A cells, IL-6 STAT3-luciferase reporter, luminescence; 100% = signal with IL-6 EC80 alone; activation (% of control), % at 5.6 µM; actives 0.91% (n = 190,000); AID 871;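 active = activation above the screen-wide mean of compound activation plus 3 SD, cut at about 130% in these data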;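 note: 0% = background luminescence of wells with medium and substrate only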
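Material: STAT3-luciferase reporter U3A cells; Probe or stimulus: IL-6 (33 ng/mL); Incubation: compound pre-incubation 1 h before IL-6, then 6 h stimulation at 37 °C; Technique: luminescence from STAT3-driven luciferase reporter; Evaluation: % activation versus median of IL-6-stimulated wells; Controls: IL-6-only high control.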
STAT1 blocker – STAT1 signaling inhibition. NIH 3T3 STAT1-luciferase reporter, IFN-gamma, luminescence. inhibition, % at 5.5 µM. actives 0.35% (n = 200,000). AID 920;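 active = inhibition above a set limit, the mean inhibition across all tested compounds plus 3 SD, cut at about 34% in these data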;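 note: 0% = IFN-gamma with DMSO and 100% = IFN-gamma with 300 µM nifuroxazide; values of inactives mirror those of a sister screen read the other way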
HMGR II inh – E. faecalis class II HMG-CoA reductase inhibition. purified E. faecalis HMGR, NADPH absorbance 340 nm kinetic. AID 1066. inhibition, % at 10 µM. actives 0.41% (n = 190,000);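 active = inhibition above a set limit, the median over all tested compounds plus 3 SD, cut at about 9.5% in these data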;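 note: enzyme runs in reverse so mevalonate oxidation gives rising NADPH absorbance; 0% = complete reaction with DMSO and 100% = background rate lacking mevalonate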
* marks the source's active call; other numbers are inactive results; / = no result given.

molecule	HMGR II inh	STAT1 activator	STAT1 blocker	DTT redox prof	Hsp70 activator	NF-kB expr up	APP 5'UTR act	TLR4-MyD88 BLA	STAT3 act	STAT3 blocker
CCN(CC)C(=O)CSc1nnc(-c2ccccc2)n1-c1ccccc1	-1	96	4	-0.2	-0.2	1.2	14	13	103	-1
CN(C)[C@@H]1C(=O)C(C(N)=O)=C(O)[C@@]2(O)C(=O)C3=C(O)c4c(O)ccc(Cl)c4[C@@H](O)[C@H]3C[C@@H]12	-3	94	7	-1.0	-0.5	1.1	12	17	86	18
CCN(C(=O)COC(=O)c1cn(-c2ccccc2)nc1-c1ccccc1)C1CCS(=O)(=O)C1 (configuration not stated)	-3	111	-12	-1.0	-0.3	0.96	-1	3	97	10
O=C(CCC1CCCCC1)Nc1cccnc1	1	99	3	0.6	0.0	1.2	-20	-5	96	4
COc1ccc(S(=O)(=O)NCC2CCCN(C(=O)C=C(C)C)C2)cc1 (configuration not stated)	-7	88	11	-0.5	-0.5	1.2	-2	-2	104	1
Cc1nnc(NC(=O)CSc2ccc3nnc(-c4cccnc4)n3n2)s1	-4	100	-1	-0.5	-0.1	1	9	-14	107	4
Cc1c(NC(=S)NC(NC(=O)C(C)(C)C)C(Cl)(Cl)Cl)c(=O)n(-c2ccccc2)n1C (configuration not stated)	1	104	-5	-0.4	-0.3	1.1	2	-18	97	8
COc1ccc2c(C)cc(N3CCN(c4ccc(F)cc4)CC3)nc2c1	-8	103	-4	0.2	-0.1	0.93	7	2	126	-26
Fc1cccc(NC(=S)NCc2cccnc2)c1	-2	104	-4	0.5	-0.2	1.1	-2	8	99	1
O=C(c1cnc(-c2ccc(Cl)cc2)s1)c1ccc(Cl)cc1Cl	3	104	-5	-4.7	-0.1	1.6	-6	7	98	4
Cc1occc1C(=O)NNS(=O)(=O)c1ccc(Cl)cc1	2	108	-9	-0.1	-0.2	0.88	-6	-11	104	-2
COCCNC(=O)/C(C#N)=C/c1ccc(OCc2ccccc2)cc1	-5	115	-18	-0.2	0.1	2.4	8	-4	107	-6
CC(C)(C)c1ccc(Oc2cccc(C3CC(=O)C(C4NCCc5ccccc54)C(=O)C3n3cncn3)c2)cc1 (configuration not stated)	6	100	0	-4.5	-0.2	1.1	-3	4	104	-2
CC(C(=O)OCC(=O)Nc1cccc(S(=O)(=O)N2CCOCC2)c1)N1C(=O)c2ccccc2C1=O (configuration not stated)	2	102	-5	-0.5	-0.3	1.2	25	-20	113	-5
COc1cc(CN(C)Cc2ccccc2)cc(OC)c1O	-5	105	-6	-0.8	-0.5	0.97	21	-1	99	8
O=C(Cn1cc(C(=O)c2ccco2)c2ccccc21)Nc1ccccc1	-6	92	8	0.0	0.0	0.85	-4	-1	92	10
O=C(Nc1ccc(F)cc1)c1cccnc1N1CCOCC1	-8	91	9	2.1	-0.2	1.2	-2	-8	99	0
CC(C)(C)C(=O)C[n+]1ccccc1	-4	97	2	-1.4	-0.2	1	-2	-2	100	4
COc1ccc(S(N)(=O)=O)cc1C(=O)NCCCN1CCN(c2ccccc2OC)CC1	-3	107	-8	-0.2	-0.2	1.2	1	-4	103	6
Cc1cccc(N(C(=O)CCC(=O)Nc2cc(C)on2)C(C(=O)NC2CCCC2)c2ccc(C)o2)c1 (configuration not stated)	-7	103	-4	-0.8	-0.4	1.1	17	2	101	4
O=C1c2oc3ccccc3c(=O)c2C(c2ccccn2)N1Cc1ccccc1 (configuration not stated)	0	90	11	0.1	-0.1	1.5	-2	9	100	4
O=C(CCCSc1nc2ccccc2c(=O)[nH]1)c1ccccc1	-6	100	0	-0.2	-0.2	0.89	6	6	104	-4
Cc1ccc(OCC(=O)NNC(=O)C2CCCO2)c(C)c1 (configuration not stated)	-2	108	-8	-1.6	0.0	/	15	4	95	12
CS(=O)(=O)N1CCN(Cc2ccccc2C(F)(F)F)CC1	-2	99	1	1.1	-0.4	1.1	-6	6	95	11
COCCCNC(=O)Cn1c(=O)n(CCCCCC(=O)Nc2ccccc2)c(=O)c2sccc21	-8	98	2	0.1	-0.4	0.88	-2	-6	103	-3
CCCCOC(=O)Nc1ccc(N(C)C)cc1	0	144*	-50	0.1	-0.1	4*	171*	-4	107	-11
O=C(/C=C/c1ccc(Cl)cc1Cl)N1CCN(c2ccc([N+](=O)[O-])c(N3CCOCC3)c2)CC1	-3	97	5	0.7	-0.3	1.1	2	10	99	-2
CN1CCN(/N=C/c2nc(-c3ccc(Cl)cc3)n3ccccc23)CC1	-1	104	-5	0.2	-0.2	1.7	6	7	113	-14
C[C@@H](C(=O)Nc1ccc2ccccc2c1)[C@@H]1C[C@@]1(C)[C@@H](NC(=O)c1cccnc1)c1ccccc1	-8	100	0	0.6	-0.3	0.68	4	3	103	-6
C=CC(C)n1c(Br)nc2c1c(=O)[nH]c(=O)n2C (configuration not stated)	-2	100	0	1.4	0.0	1.1	8	8	106	-1
Cc1cc(C(F)F)n2ncc(C(=O)NCCc3ccc(Cl)cc3)c2n1	3	108	-3	-0.2	0.0	1.1	-6	-9	88	14
CCOC(=O)c1ccc2c(c1)nc(SCC(=O)N1CCCCC1)n2CC	2	97	3	0.9	-0.4	0.87	-16	-18	95	9
Cc1ccc(C)c(CS(=O)(=O)c2cn(CC(=O)N3CCCCC3)c3ccccc23)c1	-7	100	0	0.2	0.1	0.93	15	2	99	0
Cc1nc2c(C)cccn2c1C(=O)c1ccccc1	-2	99	1	-3.4	-0.3	1.1	-5	-7	88	20
O=C(CCn1c(=O)[nH]c2ccsc2c1=O)N1CCc2ccccc2C1	2	100	1	-1.8	0.0	0.85	-15	5	93	15
S=C(Nc1ccccc1)N1CCn2cccc2C1c1cccnc1 (configuration not stated)	-4	99	1	0.1	-0.1	1.4	-2	-6	92	8
Cc1cccc(C)c1Nc1nc2ccccc2o1	-2	100	1	0.4	-0.3	0.83	0	14	104	-5
CC(C)(C)NC(=O)NC12CC3CC(CC(C3)C1)C2	1	94	6	-2.0	-0.3	1.1	0	1	100	2
Cc1cc(-c2ccc(Br)cc2)n[nH]1	3	137*	-40	-0.3	0.0	1.5	25	-7	83	27
O=c1[nH]c2cccnc2n1Cc1ccccc1	0	94	7	-0.5	-0.3	1.1	24	19	101	5
COc1ccc2[nH]c(=O)c(CN(C(=O)c3cccnc3)c3ccc(C)cc3)cc2c1	-5	103	-3	-5.2	-0.1	0.57	4	-3	103	-3
CC(C)(C)c1ccc(C(=O)NNc2cc(N3CCCCC3)nc(N3CCCCC3)n2)cc1	4	98	2	-6.7	-0.4	1.1	17	2	113	-9
Cc1cc(C(=O)NP(=O)(N2CC(C)OC(C)C2)N2CC(C)OC(C)C2)c(C)n1C1CC1 (configuration not stated)	7	108	-10	-0.3	-0.5	1.3	-4	-9	100	1
CC1(C)OC(=O)C(=CNc2ncccn2)C(=O)O1	2	111	-12	0.8	0.0	1	3	-2	95	10
CCCCCCC(=O)Nc1c2c(nc3ccccc13)N(C)CC2	3	99	4	0.5	-0.5	0.92	/	-4	100	0
CCOC(=O)NN1C(=O)c2ccccc2NC1C (configuration not stated)	0	102	-4	-0.6	-0.1	1.3	0	-1	101	10
CC1(C(=O)NC(=S)N(Cc2ccccc2)c2ccccn2)CC1(Cl)Cl (configuration not stated)	-3	105	-6	-0.5	-0.1	1.2	5	-13	106	-7
CC1=NN(c2ccc(Cl)c(C(=O)O)c2)C(=O)C1	-11	100	0	0.1	-0.4	1.5	4	-4	91	13
COc1ccc(OC)c(NC(=O)C2CCCN2C(=O)C2CCC(C)CC2)c1 (configuration not stated)	-1	100	0	-0.9	-0.2	0.71	4	-9	96	10
Cc1cccc(NC(=O)CSc2nnc(-c3ccccc3)n2N)c1C	-2	100	0	-3.6	-0.2	1.1	7	-5	100	7
CN(C)c1ccc(C=Nc2ccccc2)cc1	-4	98	2	0.2	-0.3	1.2	-13	0	98	6
Cc1ccsc1/C=C1/NC(=O)N(Cc2ccc(F)cc2)C1=O	15*	104	-6	-2.5	0.0	1	25	-2	103	4
CC(C)Oc1ccc(CCc2n[nH]c(=S)n2-c2ccccc2)cc1	6	102	-1	-0.1	-0.3	1	4	-14	89	21
COC(=O)c1[nH]c2ccc(F)cc2c1NC(=O)CCN1CCN(C(=O)c2ccco2)CC1	-2	101	-1	2.6	-0.3	0.96	-15	-8	102	3
Cc1ccccc1NC(=O)CSc1ccsc1[N+](=O)[O-]	-7	104	-4	0.4	-0.2	1.3	6	-10	91	10
Cc1nn(C)c(C)c1NC(=O)Nc1cccc(C(F)(F)F)c1	1	97	3	2.3	-0.4	1.7	-4	9	103	-4

Next section
molecule	HMGR II inh	STAT1 activator	STAT1 blocker	DTT redox prof	Hsp70 activator	NF-kB expr up	APP 5'UTR act	TLR4-MyD88 BLA	STAT3 act	STAT3 blocker
CCOc1cccc(/C(O)=C2/C(=O)C(=O)N(CCOC)C2c2ccc(C)o2)c1 (configuration not stated)	-5	106	-5	3.1	0.1	1.2	2	1	98	11
CC(=O)NN1C(=O)c2ccccc2NC1c1ccoc1 (configuration not stated)	-2	92	7	-0.3	0.0	1.4	-1	-2	103	6
Cc1cccc(NC(=O)CN(c2ccc(C(C)C)cc2)S(=O)(=O)c2c(C)nn(C)c2C)n1	0	94	7	-1.2	-0.5	0.84	-1	-6	96	9
CCc1nn2cc(-c3ccccc3)nc2s1	-10	70	31	-0.5	-0.5	5*	153*	1	26	91*
CCOC(=O)C1=C(CSc2nccn2C)NC(=O)NC1c1cc(C)ccc1C (configuration not stated)	0	98	2	0.0	-0.5	1	-4	-20	104	1
COC(=O)N[C@H](CC(C)=O)c1ccccc1	-7	103	-4	0.4	0.0	1	-12	-13	94	4
Cc1onc(-c2ccccc2)c1C(=O)OCC(=O)Nc1cc(S(=O)(=O)N2CCOCC2)ccc1Cl	1	90	10	-0.8	-0.4	0.77	19	4	97	5
COC(=O)c1cc2n(n1)CCN(Cc1ccc(C)cc1)C2=O	0	99	1	2.1	-0.3	1.2	9	-7	106	-1
COc1ccccc1NC(=O)CN1C(=O)NC(C)(C)C1=O	-3	99	1	-3.3	-0.4	0.86	0	-15	107	-5
C=CCC1(O)CC(c2ccco2)NC(c2ccco2)C1CCC (configuration not stated)	-2	94	7	0.5	-0.2	1.1	16	1	102	2
Cc1cccc(-n2c3nc(=O)[nH]c(=O)c-3cc3c(C)nn(-c4ccccc4)c32)c1C	-6	91	10	0.6	-0.1	1.3	6	8	80	25

3 compounds from above, arranged by heavy-atom count, rising.
molecule	HMGR II inh	STAT1 activator	STAT1 blocker	DTT redox prof	Hsp70 activator	NF-kB expr up	APP 5'UTR act	TLR4-MyD88 BLA	STAT3 act	STAT3 blocker
COc1ccccc1NC(=O)CN1C(=O)NC(C)(C)C1=O	-3	99	1	-3.3	-0.4	0.86	0	-15	107	-5
Cc1cccc(-n2c3nc(=O)[nH]c(=O)c-3cc3c(C)nn(-c4ccccc4)c32)c1C	-6	91	10	0.6	-0.1	1.3	6	8	80	25
Cc1cccc(NC(=O)CN(c2ccc(C(C)C)cc2)S(=O)(=O)c2c(C)nn(C)c2C)n1	0	94	7	-1.2	-0.5	0.84	-1	-6	96	9

Screens deposited in PubChem BioAssay by several laboratories.
